HTR2A ag: mouse HTR2A agonism via beta-arrestin recruitment | P35363 | CHO-K1 mHTR2A beta-arrestin complementation, luminescence; percent of 30 µM serotonin response | activation, % at 7.6 µM | actives 0.66% (n = 360,000);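 active = activation above a run cutoff, the mean activation of all tested compounds plus 3 SD, cut at about 14% in these data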;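 note: 0% = plate median of compound wells and 100% = 30 µM serotonin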
Cardio protect: modulators protecting cardiomyocytes from myocardial damage | actives 0.63% (n = 360,000) | protection from H2O2 cell death, % at 20 µM | H9c2 cardiomyocytes, H2O2 injury protection, ATPLite, 2 h;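 active = compounds giving at least 50% protection of heart cells from peroxide-induced death in the single-dose screen, raw or plate-pattern-corrected value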;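 note: 0% = DMSO wells with peroxide and 100% = DMSO wells without peroxide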
MC4R antagonist: blocks human MC4R cAMP signaling | P32245 | MC4R-expressing cells, MTII-stimulated cAMP, LANCE TR-FRET | inhibition, % at 6.5 µM | actives 0.48% (n = 360,000);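 active = inhibition above its plate's cutoff, the mean of tested wells on that plate plus 3 SD, cut at about 29% in these data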;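 note: 0% = Melanotan II alone and 100% = Melanotan II plus saturating MCL0020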
Target sequence (P32245 whole entry, looked up): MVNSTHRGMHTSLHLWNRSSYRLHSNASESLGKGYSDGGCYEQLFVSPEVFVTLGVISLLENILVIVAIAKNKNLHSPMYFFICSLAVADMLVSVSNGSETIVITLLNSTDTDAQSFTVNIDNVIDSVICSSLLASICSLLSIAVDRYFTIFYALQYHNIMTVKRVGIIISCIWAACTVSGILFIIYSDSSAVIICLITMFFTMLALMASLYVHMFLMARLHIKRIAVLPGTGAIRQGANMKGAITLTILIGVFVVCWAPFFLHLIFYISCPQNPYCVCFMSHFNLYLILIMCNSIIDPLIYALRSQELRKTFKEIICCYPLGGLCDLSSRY
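Material: U2OS-MC4R stable cell line | Reagent: Melanotan II challenge after compound preincubation | Doses: One concentration, 6.5 µM nominal | Incubation: 30-min compound preincubation, 1-h Melanotan II challenge, 1-h detection, room temperature | Signal: TR-FRET cAMP assay | Replicates: One well per compound, no replicates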
MC4R ag barr: human MC4R agonism via beta-arrestin; U2OS MC4R beta-arrestin complementation, luminescence; percent of melanotan II response, DMSO zero; activation, % at 8.9 µM; actives 0.98% (n = 360,000);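 active = activation above a per-plate cutoff, the mean activation of sample wells on that plate plus 3 SD, cut at about 8% in these data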
CaV13 ICDI inh: Primary screen for inhibitors of IQ motif and Ca2+-dependent inactivation inhibitor domain binding in CACNA1D, Förster resonance energy transfer in living cells, …; HEK cells, CFP/YFP FRET ICDI-IQ, plate reader, 10 min; percent FRET-ratio fall versus neutral wells; inhibition, % at 12.3 µM; actives 0.098% (n = 340,000); AID 743397;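 active = mean replicate inhibition of at least 30% and at least 1% of replicates passing that level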;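 note: 0% = median of the neutral control wells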
ABCB6 inh MLPCN: blocks the human ABCB6 transporter | Q9NP58 | K562-ABCB6 porphyrin accumulation, flow cytometry, 1 h; active compounds read low | fluorescence ratio to DMSO, % at 10 µM | actives 0.19% (n = 360,000) | AID 602162;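 active = fluorescence ratio to DMSO below 75%, the collection mean minus 3 SD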;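 note: signal is porphyrin accumulated inside mitochondria; 100% equals median channel fluorescence of DMSO control wells; lower ratio means ABCB6 inhibition with less porphyrin fluorescence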
Vif imaging: HIV Vif inhibition; HEK293T cells, Vif self-association by quenched fluorescence, imaging, 24 h; inhibition, % at 7.49 µM; actives 0.35% (n = 340,000); in the data active = inhibition above about 50%, passing the limit was not always enough; note: some results filed as inactive read as strong as hits
N-glyco inh: N-linked glycosylation inhibition | D54 ERlucT glycosylation luciferase reporter, 24 h; percent of 100 nM tunicamycin response | reporter increase, % at 12.5 µM | actives 0.23% (n = 360,000) | AID 588692;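 active = mean luciferase reporter signal, scaled so untreated is 0 and the glycosylation-blocking control 100, at or above a set limit in every replicate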;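 note: luciferase carries N-glycosylation sites so blocking glycosylation raises the light; 0% = median of neutral control wells and 100% = median of 100 nM tunicamycin wells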
aDG glyco up: alpha-DG glycosylation activation. Pro5-aDG cells, alpha-DG glycosylation AlphaScreen (IIH6); 0% Pro5, 100% B10-LARGE cell signal. activation, % at 10 µM. actives 0.22% (n = 360,000). AID 624168;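 active = activation of at least 8% versus controls, or a plate z-score of at least 8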;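 note: Pro5 are CHO cells carrying HIG-tagged alpha-DG that lacks glycosylation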
PDI turbidity: inhibitors of human protein disulfide isomerase; AID 588391; P07237; actives 0.052% (n = 350,000); inhibition, % at 10 µM; PDI insulin aggregation turbidity, A650, 90 min;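 active = mean inhibition across replicates of 30% or more, whatever share of single replicates reach that level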;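 note: absorbance from insulin aggregation driven by PDI reduction with DTT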
Target sequence (P07237 whole entry, looked up): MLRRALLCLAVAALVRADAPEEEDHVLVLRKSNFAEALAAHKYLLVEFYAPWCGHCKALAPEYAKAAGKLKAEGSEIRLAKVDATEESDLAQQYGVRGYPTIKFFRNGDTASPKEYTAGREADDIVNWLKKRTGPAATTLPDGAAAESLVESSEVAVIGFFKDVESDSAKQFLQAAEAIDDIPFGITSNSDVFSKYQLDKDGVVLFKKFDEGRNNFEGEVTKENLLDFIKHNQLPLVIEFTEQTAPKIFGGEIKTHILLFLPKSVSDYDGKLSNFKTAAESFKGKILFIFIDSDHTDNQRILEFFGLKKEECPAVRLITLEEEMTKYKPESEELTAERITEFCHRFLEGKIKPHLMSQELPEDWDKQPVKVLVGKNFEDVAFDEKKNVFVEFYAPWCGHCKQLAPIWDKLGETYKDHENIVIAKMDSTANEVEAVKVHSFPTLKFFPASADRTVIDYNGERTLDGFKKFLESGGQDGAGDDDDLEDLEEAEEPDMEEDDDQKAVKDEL
The depositor's hits bear a star; i = inactive; · = not tested or not shown.

No. | Molecule | Vif imaging | CaV13 ICDI inh | HTR2A ag | MC4R ag barr | Cardio protect | aDG glyco up | N-glyco inh | ABCB6 inh MLPCN | MC4R antagonist | PDI turbidity
1 | COc1cc(CO)cc(Br)c1OCc1cccnc1 | -0.3 | -8.5 | 2.9 | 2.2 | -2.7 | -0.1 | 1.3 | 76.0 | -6.5 | -11.5
2 | O=C(NCc1ccco1)c1cccc2c1C(=O)N(C1CCCCC1)C2 | 31.7 | -4.0 | 2.0 | 0.4 | 20.2 | 0.1 | -0.9 | 109.0 | 15.1 | -4.0
3 | O=S(=O)(Cc1ccccc1)N1CCNCC1 | 9.6 | -3.1 | 1.0 | 0.0 | 6.1 | 0.4 | -0.8 | 104.0 | 7.1 | -10.4
4 | COc1ccccc1C=NNc1nc(C)cc(=O)[nH]1 | 1.0 | -8.0 | 0.9 | 0.2 | -0.3 | 0.4 | 1.5 | 94.0 | -3.5 | 12.4
5 | O=C(O)C[C@H]1c2cc(F)ccc2S(=O)(=O)N1Cc1ccccc1 | 7.5 | -10.6 | 12.2 | -1.7 | 9.8 | 0.0 | 3.9 | 102.0 | 4.5 | 1.4
6 | CCC(CC)C(=O)Nc1nnc(SCC(=O)NC2CC2)s1 | -9.9 | -3.6 | 2.5 | -0.1 | -12.3 | -0.1 | -1.1 | 99.0 | 4.4 | 12.2
7 | C[C@@H]1CN(c2c(F)c(F)c3c(=O)c(C(=O)O)cn(C4CC4)c3c2F)C[C@H](C)N1 | -5.3 | -17.5 | 5.3 | -1.6 | 0.3 | -0.1 | 0.4 | 99.0 | 13.9 | 10.8
8 | COC(=O)c1ccc(NC(=O)C(=O)NCC2CCCO2)cc1 (stereo not drawn) | 1.2 | -6.2 | 0.2 | -0.6 | -0.8 | -0.2 | 1.2 | 99.0 | 1.2 | -9.8
9 | Clc1cccc(-c2nc3nc4ccccc4nc3n2Cc2ccccc2)c1 | 1.9 | -4.5 | -0.2 | 23.8* | 13.5 | 0.2 | -4.5 | 99.0 | 6.5 | -6.2
10 | CC1=CC(C)C2C(=O)N(CCCN(C)C)C(=O)C2C1 (stereo not drawn) | 8.8 | -0.7 | 1.4 | -2.5 | 6.9 | 0.1 | 1.5 | 101.0 | 2.6 | 3.8
11 | Nc1nc(-c2ccccc2Cl)cs1 | 23.7 | -6.2 | 4.9 | -1.5 | -0.1 | -0.2 | 0.7 | 97.0 | 2.4 | -1.0
12 | O=S(=O)(Nc1cc(S(=O)(=O)N2CCOCC2)ccc1NCC1CCCO1)c1ccccc1 (stereo not drawn) | 5.7 | -2.2 | 6.8 | -0.6 | 7.8 | -0.1 | -1.2 | 93.0 | 5.3 | -3.3
13 | CCOC(=O)CCC(NC(=O)CCCCCCCCC(=O)NC(CCC(=O)OCC)C(=O)OCC)C(=O)OCC (stereo not drawn) | 3.4 | -3.0 | 8.1 | 1.2 | 4.2 | -0.3 | 1.4 | 100.0 | 22.5 | 4.7
14 | Cc1c(N=Cc2cc3c(cc2[N+](=O)[O-])OCO3)cccc1[N+](=O)[O-] | -5.8 | -14.8 | -3.5 | -2.0 | 72.5* | -0.1 | 2.6 | 96.0 | -1.4 | 0.0
15 | Cc1cccc(NS(=O)(=O)c2c(C)[nH]c(C)c2C(=O)N2CCCC2)c1 | -1.2 | -3.2 | 4.5 | -2.2 | -0.4 | 0.0 | -1.5 | 95.0 | -2.2 | 1.7

Gathered by group: those above with a Cl atom
No. | Molecule | Vif imaging | CaV13 ICDI inh | HTR2A ag | MC4R ag barr | Cardio protect | aDG glyco up | N-glyco inh | ABCB6 inh MLPCN | MC4R antagonist | PDI turbidity
9 | Clc1cccc(-c2nc3nc4ccccc4nc3n2Cc2ccccc2)c1 | 1.9 | -4.5 | -0.2 | 23.8* | 13.5 | 0.2 | -4.5 | 99.0 | 6.5 | -6.2
11 | Nc1nc(-c2ccccc2Cl)cs1 | 23.7 | -6.2 | 4.9 | -1.5 | -0.1 | -0.2 | 0.7 | 97.0 | 2.4 | -1.0

More records:
No. | Molecule | Vif imaging | CaV13 ICDI inh | HTR2A ag | MC4R ag barr | Cardio protect | aDG glyco up | N-glyco inh | ABCB6 inh MLPCN | MC4R antagonist | PDI turbidity
16 | COc1ccc(C(=O)NCCS(=O)(=O)N2CCc3ccccc3C2)cc1OC | -1.1 | -4.4 | -3.7 | -1.4 | -11.5 | -0.1 | 1.4 | 95.0 | 9.2 | -2.4
17 | O=c1[nH]c(C2CCCN(S(=O)(=O)c3cccc(F)c3)C2)nc2c1nnn2Cc1ccccc1 (stereo not drawn) | 13.3 | -7.6 | -4.2 | 4.2 | 10.3 | -0.2 | 0.3 | 109.0 | 13.8 | -2.3
18 | COC(=O)c1ccc(COc2ccc3c(c2)CCC3)o1 | -2.5 | -4.5 | 5.8 | 1.3 | -4.1 | 0.2 | -0.8 | 96.0 | -0.4 | -1.7
19 | Cc1ccc(S(=O)(=O)NCc2ccc(/C=C(/C#N)C(=O)NCc3ccccc3)o2)cc1 | -1.4 | 9.2 | -0.3 | -3.0 | -1.2 | -0.1 | 2.5 | 98.0 | 9.0 | -2.3
20 | Cc1nnc(NC(=O)c2ccc3ccccc3n2)s1 | 33.0 | 1.2 | 0.4 | -2.7 | -4.2 | 0.1 | 2.5 | 99.0 | 0.7 | -2.5
21 | CCC1CCCCN1C(=O)CSc1nc(N)c(NC(=O)c2ccc(OC)c(OC)c2)c(=O)[nH]1 (stereo not drawn) | -6.3 | -3.4 | -0.5 | 0.5 | -3.1 | -0.1 | 0.8 | 98.0 | -0.5 | ·
22 | S=C(NCc1ccccc1)N1CCCCC1 | 3.7 | -6.7 | 4.3 | 1.4 | 0.0 | -0.2 | -0.2 | 98.0 | 0.7 | 5.5
23 | CCOC(=O)C(C)Sc1ccc2nnc(CCNS(=O)(=O)c3ccc(C)cc3)n2n1 (stereo not drawn) | -8.9 | 4.6 | 6.8 | -0.5 | -1.3 | -0.5 | 0.4 | 100.0 | -2.3 | 1.0
24 | CCc1nnc(NS(=O)(=O)c2ccc(NC(=O)c3ccccc3O)cc2)s1 | 0.6 | -1.2 | 0.6 | -0.6 | -2.9 | 0.0 | -0.7 | 96.0 | 22.1 | 1.2
25 | CCc1ccc(S(=O)(=O)c2n[nH]n3c2nc(=O)c2ccccc23)cc1 | 0.6 | -9.7 | 5.2 | -0.8 | 4.9 | -0.1 | 2.4 | 91.0 | 3.0 | -1.2
26 | CC(C)(C)c1[nH]nc2c1C(c1ccc(OC(=O)c3ccco3)cc1)C(C#N)=C(N)O2 (stereo not drawn) | -1.6 | -8.4 | -1.6 | -1.6 | 15.5 | -0.3 | 3.9 | 99.0 | 5.6 | 17.8
27 | O=C(CSc1nc2ccccc2[nH]1)Nc1nc(-c2cccc(Br)c2)cs1 | 2.3 | -2.0 | 3.1 | -2.2 | 1.7 | -0.1 | 3.0 | 100.0 | 2.0 | 12.7
28 | COc1ccc(CC(=O)NCC(C)(C)N2CCOCC2)cc1 | 1.1 | -3.0 | -7.2 | -0.5 | -1.7 | -0.1 | 1.3 | 89.0 | 7.6 | -8.4
29 | COc1cc(OC)cc(C(=O)N/N=C/c2ccc(OC)c(COc3ccc4ccccc4c3)c2)c1 | -3.6 | -2.5 | 5.5 | -2.2 | -5.6 | -0.2 | 8.1 | 96.0 | -12.9 | 8.0
30 | CCOC(=O)c1c(NC(=O)c2cc(C)oc2C)sc(C(=O)Nc2ccc(Cl)cc2)c1C | · | -5.6 | 0.3 | -0.8 | 5.8 | 0.3 | -0.3 | 87.0 | 5.8 | -0.6
31 | O=C(O)c1ccc(S(=O)(=O)NCc2ccc3c(c2)OCO3)cc1 | -7.1 | -17.7 | 2.8 | -1.7 | 0.2 | 0.0 | 0.5 | 97.0 | -1.1 | -19.0
32 | CSc1ncccc1C(=O)NCc1ccccc1Cl | -15.0 | -7.2 | 8.6 | -0.3 | -0.7 | -0.1 | -0.3 | 98.0 | -2.4 | -7.6
33 | c1coc(-c2nnc(SCc3cn4ccccc4n3)o2)c1 | -13.6 | -6.4 | 9.6 | -1.4 | 3.8 | 0.2 | -0.4 | 94.0 | -4.1 | 14.8
34 | CCN(CC(=O)Nc1ccccc1C(F)(F)F)C(=O)c1ccc2c(=O)n3c(nc2c1)CCC3 | 16.4 | -14.8 | -4.0 | -0.7 | 6.8 | -0.2 | -0.5 | i | 9.7 | -2.8
35 | Cc1sc(NC(=O)c2cc(-c3ccccc3)nc3ccccc23)c(C(N)=O)c1C | · | -5.2 | -0.2 | -1.9 | 42.7 | -0.4 | -2.8 | 94.0 | 0.8 | 0.1
36 | CC(=O)OC1CCC2C3CCC4=C(CC(F)C(=O)C4)C3CCC12C (stereo not drawn) | 19.7 | -2.0 | -4.8 | 6.0 | 6.4 | -0.1 | 2.9 | 101.0 | -0.3 | 70.6*
37 | C=CCC1(C(=O)NCCO)CCN(C(=O)OC(C)(C)C)CC1 | 2.0 | -4.3 | 8.1 | -0.7 | 5.0 | -0.3 | -0.7 | 92.0 | -1.0 | -1.1
38 | CCCCNC(=O)c1nc(C2CCN(S(=O)(=O)c3c(F)cccc3F)CC2)oc1-c1cccc(C(F)(F)F)c1 | 3.3 | · | 2.2 | · | 0.1 | 1.0 | -0.4 | 94.0 | · | ·
39 | Cc1[nH]n(-c2ccc(Cl)cc2)c(=O)c1/C=N/n1c(C)nc2ccccc2c1=O | 5.2 | -4.1 | -2.9 | 5.1 | 30.5 | 0.0 | 0.9 | 96.0 | -4.9 | -0.2
40 | Cc1onc(-c2ccccc2Cl)c1C(=O)N1CCCCCC1 | 0.4 | -7.5 | 0.3 | -0.6 | -1.6 | -0.1 | -0.8 | 151.0 | 4.2 | -2.1
41 | CC(C)(C)c1cc(C(=O)N/N=C/c2ccco2)n[nH]1 | 62.1* | -7.6 | -6.4 | -1.1 | -3.8 | 0.1 | 0.8 | 101.0 | -9.7 | 6.7
42 | O=C(COc1ccc(S(=O)(=O)Nc2ccccc2)cc1)NCc1ccccn1 | 6.6 | · | -3.1 | -2.6 | 0.1 | 0.0 | -1.5 | 98.0 | 5.8 | 9.1
43 | COc1cc(C(=O)Nc2ccc(C(=O)NCC3CCCO3)cc2)cc(OC)c1OC (stereo not drawn) | 4.8 | -4.5 | 2.2 | -0.3 | 3.4 | -0.1 | 3.3 | 100.0 | 13.0 | 0.5
44 | CCOC(=O)C1CCCCN1Cc1ccc(-c2ccccc2)cc1 (stereo not drawn) | 4.1 | -5.1 | -6.1 | 0.3 | -7.3 | 0.0 | -0.9 | 95.0 | -0.1 | 9.8
45 | COc1ccc(N2CCN(C3CCCN(C(=O)c4cccc(C)n4)C3)CC2)cc1 (stereo not drawn) | -1.0 | -8.8 | -3.1 | 1.6 | 1.1 | 0.2 | 1.0 | 96.0 | 2.9 | -2.7
46 | CC1=C([N+](=O)[O-])C(c2ccc3c(c2)OCO3)N(C)C(=O)N1C (stereo not drawn) | 15.3 | -2.9 | -1.4 | 0.5 | 5.6 | -0.1 | 2.8 | 102.0 | 6.2 | -9.5
47 | NC(=O)COC(=O)C(Cc1ccccc1)NS(=O)(=O)c1ccccc1F (stereo not drawn) | 4.5 | -3.7 | 0.1 | -1.5 | 7.9 | 0.0 | 1.9 | 111.0 | 9.4 | 8.3

Compound activity (PubChem BioAssay)
